Bioassay records: PubChem, several laboratories
RmlCD inh 1536: inhibitors of Mycobacterium tuberculosis RmlC and RmlD coupled enzymes. RmlC+RmlD coupled enzyme assay, percent inhibition; primary screen in compound mixtures. inhibition, % at 3.6 µM. 160,000 compounds, 0.03% hits. AID 1533; in the data active means inhibition mostly above about 34%, no sharp cut-off; further: some results filed as inactive read as strong as hits
Target sequence (P9WH09 whole entry, looked up): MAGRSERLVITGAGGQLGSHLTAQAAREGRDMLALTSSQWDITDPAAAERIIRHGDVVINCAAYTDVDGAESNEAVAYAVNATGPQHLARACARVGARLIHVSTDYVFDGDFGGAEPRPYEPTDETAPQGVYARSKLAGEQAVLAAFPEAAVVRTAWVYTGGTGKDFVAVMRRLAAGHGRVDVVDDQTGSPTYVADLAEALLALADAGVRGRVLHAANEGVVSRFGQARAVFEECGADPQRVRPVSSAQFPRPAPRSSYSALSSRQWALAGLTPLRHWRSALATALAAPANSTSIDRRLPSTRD
Target sequence (P9WH11 whole entry, looked up): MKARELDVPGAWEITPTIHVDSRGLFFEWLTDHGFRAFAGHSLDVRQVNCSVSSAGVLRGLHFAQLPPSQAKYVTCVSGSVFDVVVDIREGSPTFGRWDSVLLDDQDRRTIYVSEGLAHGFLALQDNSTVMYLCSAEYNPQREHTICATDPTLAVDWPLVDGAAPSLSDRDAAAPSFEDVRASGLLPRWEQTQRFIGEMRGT
GlmU inhibition: inhibition of mycobacterial GlmU enzyme – biochemical, glucosamine-1-phosphate acetyltransferase (AID 1376); inhibition, %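 (tested at 30 µM in the primary screen)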, or IC50 in µM where a hit was titrated; M. tuberculosis GlmU acetyltransferase enzyme assay; higher % means a stronger effect; 220,000 compounds, 0.25% hits; in the data active means inhibition above about 13%;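 further: 0% = complete reaction with vehicle and 100% = reaction without substrate; strong numbers were not always called active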
Starred values were filed as active, the others as inactive; / = no result given.

| mol | RmlCD inh 1536 | GlmU inhibition |
| --- | --- | --- |
| COc1ccccc1NC(=S)N1CCN(C(c2ccccc2)c2ccccc2)CC1 | -9 | 0.7% |
| CCCC(O)(CCC)C(=O)NN(C(=O)CCl)c1cccc(C)c1 | -4 | -3.6% |
| Cc1nc(-c2nnc(SCC(=O)Nc3ccc(C(F)(F)F)cc3)n2C)cs1 | 12 | -8.7% |
| CC(C)c1ccc(/C=N/NC(=O)c2cccc(Cl)c2)cc1 | -10 | 8.0% |
| Cc1ccccc1N1C(=O)c2ccccc2N2C(=O)c3ccccc3C12 (centres undefined) | / | -4.6% |
| CCOC(=O)C1=C(C(F)(F)F)Nc2ncnn2C1c1cccc(OC)c1OC (centres undefined) | -16 | 0.1% |
| COc1ccccc1NC(=O)Nc1nnc(CC(=O)Nc2ccccc2)s1 | -8 | -2.4% |
| CC(C)C(=O)Nc1ccc(S(=O)(=O)N2CC3CC(C2)c2cccc(=O)n2C3)cc1 (centres undefined) | -8 | -0.7% |
| Cc1ccc(C(=O)NCCN2C3=NC[C@H](Cc4ccc(O)cc4)N3C[C@H]2Cc2ccc(O)cc2)cc1Br | / | -17% |
| Cc1cccn2c(=O)c(C=O)c(N3CCN(c4ccc(F)cc4)CC3)nc12 | -9 | -0.1% |
| Cc1ccc2c(c1)c1c(n2CC(O)Cn2c(C)nc3ccccc32)/C(=N\O)CCC1 (centres undefined) | 8 | -0.6% |
| COc1cccc(OCCOc2ccccc2[N+](=O)[O-])c1 | / | 1.1% |
| Cc1cc(C)cc(OCC(=O)NNC(=O)CCC(=O)NCc2ccccc2)c1 | 7 | -4.9% |
| O=C(OCc1nc2ccccc2s1)c1cccc(N2C(=O)CCC2=O)c1 | -8 | -1.2% |
| CCn1c(C)[n+](CCOCC[n+]2c(C)n(CC)c3cc(Cl)c(Cl)cc32)c2cc(Cl)c(Cl)cc21 | / | 2.3% |
| COc1cc(NC(=S)Nc2ccc(S(=O)(=O)N3CCOCC3)cc2)cc(OC)c1OC | 11 | 2.0% |
| CCC(C)(c1nnnn1-c1c(C)cccc1C)N(N=O)c1cccc(C(F)(F)F)c1 (centres undefined) | 11 | 0.9% |
| CCc1cccc(C)c1NC(=O)CO/N=C(\N)CC(=O)NC1CCCCC1 | -5 | -1.6% |
| CCOc1cccc(C(=O)Nc2cc(-c3nn4c(C)nnc4s3)ccc2C)c1 | / | -6.7% |
| CC(C)CCN1CCN(Cc2ccc3nsnc3c2)CC1CCO (centres undefined) | -16 | 4.2% |
| COc1ccccc1-c1nc(C#N)c(NCc2ccc(F)cc2)o1 | 29 | -3.3% |
| O=C(CC12CC3CC(CC(C3)C1)C2)NC(=S)NCc1ccco1 | / | -3.9% |
| CCCCCCc1cc2cc(S(=O)(=O)c3ccc(Cl)cc3)c(=O)oc2cc1O | / | -1.2% |
| CCN1CCc2c(OCC(=O)N3N=C(c4cccs4)CC3c3ccc(F)cc3)cccc2C1=O (centres undefined) | 3 | -4.5% |
| Cc1ccc(C)c(NC(=S)c2ccccn2)c1 | / | -2.0% |

| mol | RmlCD inh 1536 | GlmU inhibition |
| --- | --- | --- |
| C1=CC2CC1CC2CNCc1ccco1 (centres undefined) | -13 | 2.4% |
| COc1ccc(C2CC(=O)C=C(NCC3CCCO3)C2)cc1 (centres undefined) | 8 | 5.7% |
| O=C(O)CSCc1ccc(C(=O)O)o1 | -12 | 2.4% |
| CCOC(=O)C1CCCN(C(=O)c2ccccc2NC(C)=O)C1 (centres undefined) | 5 | 3.8% |
| CC(=O)Nc1ccc(Sc2ncnc3scc(-c4ccccc4)c23)cc1 | 7 | 1.6% |
| O=C(OCc1cncs1)c1cccs1 | / | -5.7% |
| CCO[C@H]1OC(C(=O)N2CCN(Cc3ccc4c(c3)OCO4)CC2)=C[C@@H](c2csc3ccccc23)[C@@H]1CCCO | / | -1.2% |
| CCCC(=O)NC(=S)Nc1ccc(NC(=O)c2cccs2)cc1 | 1 | 3.8% |
| COc1ccc(NC(=O)CNS(=O)(=O)c2ccccc2)cc1Cl | -7 | 1.7% |
| CC(C)N1C(=S)N(Cc2ccco2)C(=O)C1CC(=O)Nc1ccccc1 (centres undefined) | 7 | 0.9% |
| CN(C(=O)CSc1nnc(-c2ccccc2)o1)c1c(N)n(Cc2ccccc2)c(=O)[nH]c1=O | -5 | 5.2% |
| CSC1=NCCN1C(=O)COc1ccccc1 | 10 | 1.2% |
| CCOc1ccc(/C=C/C(O)=C2/C(=O)NC3(C)CC2c2ccccc2O3)cc1OC (centres undefined) | -4 | 0.9% |
| COC(=O)CCCCCN1C(=O)NC(c2ccccc2)C(C(=O)OCc2ccccc2)=C1C (centres undefined) | / | 4.8% |
| Fc1ccccc1CSc1ncn[nH]1 | / | 2.1% |
| O=C(O)c1ccnc(Cl)c1 | 0 | -4.7% |
| Cc1cc(C(=O)Oc2ccccc2C(=O)O)c(C)o1 | 7 | -1.1% |
| COC(=O)c1cc(CNC(=O)c2ccc(O)c(Cl)c2)ccc1OC | 3 | 1.6% |
| O=[N+]([O-])c1ccccc1NCc1c(O)ccc2ccccc12 | -6 | -1.3% |
| CN(c1ccc(C(=O)N2CCOCC2)cc1[N+](=O)[O-])C1CCCCC1 | / | 1.7% |
| CCCC(=O)N1CCN(c2ccc(NC(=O)c3ccco3)cc2)CC1 | 4 | 0.0% |
| CCn1cc(C(=O)NCc2ccc(C)o2)c2cc(OC)c(OC)cc2c1=O | / | 1.9% |
| CCC1SC2=NCN(c3ccccc3)CN2C1=O (centres undefined) | 0 | -3.1% |
| CC(C)c1ccc(NC(=O)NCc2ccc(F)cc2)cc1 | -13 | 4.7% |
| CC1=C(C(=O)Nc2ccccc2)C(c2cccc([N+](=O)[O-])c2)Nc2nc3ccccc3n21 (centres undefined) | / | 0.2% |

| mol | RmlCD inh 1536 | GlmU inhibition |
| --- | --- | --- |
| O=C(O)Cc1ccc2ocnc2c1 | / | 1.1% |
| COC(=O)C1=C(C)N(Cc2ccco2)C(=O)/C1=C\c1ccc(N(C)C)cc1 | -4 | -9.1% |
| O=C(O)CC/C(=C\c1cccc(NC(=O)c2ccccc2Cl)c1)c1nc2ccccc2s1 | 5 | 2.6% |
| NNC(=O)c1cccc(COc2ccc3c(c2)CCC3)c1 | / | -1.1% |
| Cn1c(C(=O)NCC2CCCO2)cc2c(=O)n3ccccc3nc21 (centres undefined) | 4 | -1.1% |
| O=C(CSCc1cccc(CSCC(=O)Nc2ccccc2)n1)Nc1ccccc1 | / | -4.8% |
| COc1cccc(C(=O)Nc2ccc(N3CCCC3)cc2)c1 | -12 | -5.5% |
| O=S(=O)(N/N=C/c1ccc(Cl)cc1)c1ccc(Cc2ncc(C(F)(F)F)cc2Cl)s1 | 1 | 4.9% |
| CCCC(=O)NC(Nc1ccccc1F)C(Cl)(Cl)Cl (centres undefined) | -4 | -1.1% |
| COC(=O)c1cc(OC)c(OC)cc1NC(=O)Nc1cccc(C(C)=O)c1 | 1 | -1.5% |
| COc1cc2c(cc1OC)-c1cc(N3CCc4ccccc43)nc(=O)n1CC2 | 9 | 6.0% |
| CC(=O)OC1C(N2CCCCC2)c2c(ccc(/C=C/C(=O)N3CCCCC3)c2O)OC1(C)C (centres undefined) | 4 | -1.2% |
| O=C(CN1CCCCC1)N1c2ccccc2CCc2ccccc21 | / | -4.6% |
| Cc1ccc(CSCC(=O)NCc2ccco2)cc1 | 3 | -7.2% |
| CSCC[C@H](NC(=O)Nc1ccc(C)cc1)C(=O)O | / | -3.4% |
| Cc1cccc(-n2nnnc2SCC(=O)Nc2cccc(S(N)(=O)=O)c2)c1 | 5 | 1.6% |
| CCCC(c1nnnn1CCOC)N1CCN(c2cccc(OC)c2)CC1 (centres undefined) | 4 | -9.0% |
| CC(C)(C)C(=O)Nc1cccc(C(=O)Nc2cc(C(=O)O)cc(C(=O)O)c2)c1 | 5 | 6.8% |
| Cc1ccc(OCC(=O)Nc2nnc(C3CCCO3)s2)c(Br)c1 (centres undefined) | 1 | -3.6% |
| N#CC1=C2SCN(c3ccccc3)CN2C(=O)CC1c1c(Cl)cccc1Cl (centres undefined) | 13 | 5.6% |
| CSc1ncc(/C=C2/C(=O)NC(=O)N(C)C2=O)cn1 | 37 | / |
| Cc1ccccc1OCCNc1cc(N2CCN(CCO)CC2)ccc1[N+](=O)[O-] | -7 | -8.2% |
| CC1CCCCC1NC(=O)C1Cc2ccccc2CN1S(C)(=O)=O (centres undefined) | / | 4.7% |
| NC(=O)c1sc2nc3c(c(-c4ccccc4)c2c1N)CCC3 | -12 | 5.8% |
| COC(=O)c1cn(NC(=O)Cc2c(F)cccc2Cl)c(=O)c2ccccc12 | -17 | 1.4% |

| mol | RmlCD inh 1536 | GlmU inhibition |
| --- | --- | --- |
| O=C(NCc1ccccc1Cl)c1cnccn1 | -13 | -1.1% |
| CCOC(=O)c1ccc(NC(=S)N2CCC(C(N)=O)CC2)cc1 | 8 | 6.4% |
| Cn1c(=O)c2ncn(CC(=O)NCCC3=CCCCC3)c2n(C)c1=O | / | -0.1% |
| CC1(C)CC(=O)C2=C(C1)N(c1ccccc1)C(=O)CC2c1ccsc1 (centres undefined) | 2 | 2.7% |
| CCOc1ccc(C(=O)C2CCN(CC(=O)Nc3ccccc3N3CCOCC3)CC2)cc1 | -3 | -0.5% |
| O=C(Nc1cccc(-c2nnc(-c3ccccc3)o2)c1)c1ccc(Br)o1 | 9 | 0.8% |
| CCOc1cc(CNCc2cccs2)cc(Br)c1OCC | / | -0.5% |
| O=[N+]([O-])c1ccc(NCc2ccccc2)nc1 | 10 | -2.8% |
| Cn1c(=O)c2c(ncn2CC(=O)N2CCN(c3ccc([N+](=O)[O-])cc3)CC2)n(C)c1=O | 6 | -6.3% |
| N/C(=N\OC(=O)C1CCCCC1)c1ccccn1 | / | 5.0% |
| O=C(O)CCCCCN1C(=O)/C(=C\c2cn(-c3ccccc3)nc2-c2cccs2)SC1=S | 12 | 3.1% |
| CC(C)CN(CCNC(=O)CN1C(=O)CSc2ccc(S(=O)(=O)N3CCOCC3)cc21)CC(C)C | 18 | 1.4% |
| CCc1ccc(Sc2cc(C(=O)NCCN3CCOCC3)c3ccccc3n2)cc1 | 38 | 2.9% |
| Cc1ccc(Cn2nnnc2CN2CCC(NC(=O)c3ccccc3F)CC2)cc1 | 12 | 5.2% |
| CCCn1nc(C(=O)OCn2nnc3ccccc3c2=O)c2ccccc2c1=O | -11 | -0.1% |
| Cc1ccccc1C(=O)OCn1nnc2ccccc2c1=O | 12 | -0.2% |
| Cc1cc2nc(-c3ccc(SCc4ccc(C#N)cc4)nc3)[nH]c2cc1C | -1 | 0.2% |
| O=c1cnnc(Nc2cccc(F)c2)[nH]1 | -1 | -4.0% |
| Cc1ccc(SC/C(O)=C(\C#N)c2nc3ccccc3n2C)cc1 | / | -1.2% |
| CC(=O)N=c1n(C)c2ccccc2n1CCOc1ccccc1 | 6 | 7.6% |
| O=c1cc(CN2CCC(Cc3ccccc3)CC2)nc2sccn12 | 3 | 1.3% |
| CCOC(=O)Cn1nc(C)n(-c2ccc(C(C)C)cc2)c1=O | -7 | 0.0% |
| O=C1c2ccccc2CCC12N=NCC2c1ccccc1 (centres undefined) | / | 1.0% |
| CCN1c2ccccc2NC2C1C(C(C)=O)C(=O)N2c1ccc(Cl)cc1 (centres undefined) | / | 4.1% |
| COc1ccc2[nH]c(=O)c(CN(CC3CCCO3)C(=O)Nc3ccccc3OC)cc2c1 (centres undefined) | 16 | 1.7% |

| mol | RmlCD inh 1536 | GlmU inhibition |
| --- | --- | --- |
| O=C(COc1ccccc1)Nc1ccc2c(c1)C(=O)N(CC1CCCO1)C2=O (centres undefined) | 6 | -0.5% |
| CCc1ccc(C2c3[nH]c4ccccc4c3CCN2C(=O)c2cc[n+]([O-])cc2)cc1 (centres undefined) | 10 | -2.1% |
| O=C(NCCc1c[nH]c2ccccc12)C1CCN(S(=O)(=O)c2ccccc2F)CC1 | -10 | -4.2% |
| Cc1sc(NC(=O)c2ccc(OCC(C)C)cc2)c(C(N)=O)c1-c1ccc(Cl)cc1Cl | -9 | 3.1% |
| COc1ccc(NS(=O)(=O)c2ccc(NC(=S)NC(=O)CC(C)C)cc2)cc1 | 20 | 1.8% |
| COc1ccc(N2CCN(S(=O)(=O)c3cccc4nsnc34)CC2)cc1 | 6 | -0.6% |
| CCOC(=O)C(=O)Nc1nnc(C2CCCCC2)s1 | 12 | 4.1% |
| N#CC1=C(N)SC(N)=C(C#N)C1C1C=CCCC1 (centres undefined) | / | -0.3% |
| COc1ccc(C(=O)CSc2nnc(-c3cnccn3)n2Cc2ccco2)cc1 | -7 | -0.7% |
| O=C1N(c2ccc(Cl)c(Cl)c2)CN(Cc2ccccc2)CN1n1cnnc1 | 1 | 2.3% |
| Cc1ccc(C2CC(=O)Nc3sc(C(N)=O)c(N)c32)cc1 (centres undefined) | / | -5.2% |
| CC(NC(=O)CC(c1ccccc1)c1cc(Cl)ccc1O)c1ccccc1 (centres undefined) | -1 | 0.1% |
| Cc1ccc(N(C(=O)Cn2nnc3ccccc32)C(C(=O)NCc2ccccc2)c2ccccn2)cc1 (centres undefined) | -11 | 2.5% |
| COc1cccc(N2CCN(C3CC(=O)N(c4ccc(C)c(Cl)c4)C3=O)CC2)c1 (centres undefined) | 11 | 2.2% |

An excerpt, so the mix of outcomes need not match the whole.
